hiPSC survival: increases survival of single human iPS cells; hiPSC single-cell survival, ATPlite luminescence; 100% = ROCK inhibitor wells, 0% = DMSO; survival enhancement, % at 20 µM; actives 0.044% (n = 360,000); AID 602274; in the data active means survival enhancement above about 18%;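 further: cells exposed to compounds for 16 hours before the ATP read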
NR2E3 ag-1: NR2E3 (human) agonism. Q9Y5X4. GST-NR2E3/biotin-RetCOR TR-FRET, 1536-well. inhibition of corepressor binding, % at 4.78 µM. actives 0.12% (n = 320,000). AID 2300;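 active means percent inhibition above the cutoff of mean plus 3 SD of all tested compounds, set per screening campaign, cut at about 20% in these data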;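 further: 0% = DMSO wells and 100% = biotin wells as full block of FRET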
Target sequence (Q9Y5X4 whole entry, looked up): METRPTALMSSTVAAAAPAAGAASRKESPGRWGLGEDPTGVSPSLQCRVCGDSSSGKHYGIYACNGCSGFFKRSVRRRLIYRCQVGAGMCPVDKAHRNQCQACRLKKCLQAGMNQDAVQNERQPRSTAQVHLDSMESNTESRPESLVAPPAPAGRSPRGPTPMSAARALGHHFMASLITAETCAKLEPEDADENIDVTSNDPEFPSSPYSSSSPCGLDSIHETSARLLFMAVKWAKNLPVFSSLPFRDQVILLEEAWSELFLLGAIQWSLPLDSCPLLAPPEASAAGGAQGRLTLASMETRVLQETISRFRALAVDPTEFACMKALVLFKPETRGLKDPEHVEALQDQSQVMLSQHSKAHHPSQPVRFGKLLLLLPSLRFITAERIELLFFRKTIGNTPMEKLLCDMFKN
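Material – GST-tagged NR2E3 plus biotinylated RetCOR corepressor · Quantity – NR2E3 fusion 1.35 nM · Times – 5 h incubation at 4 °C · Medium – pH 7.5 Tris-based buffer · Technique – TR-FRET, Eu(K)-anti-GST donor, streptavidin-D2 acceptor, ex 340, em 617/671 nm · Benchmarks – high control biotin, low control 0.6% DMSO · Format – 1536-well plates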
Shn3 inh set2: reduces Shn3 3'UTR luciferase signal in osteoblasts; Clone20 osteoblast Shn3 3'UTR firefly luciferase, 24 h; inhibition, % at 12.5 µM; actives 0.52% (n = 360,000);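 active means mean inhibition of at least 75% with every replicate also reaching 75%; inconclusive means mean inhibition at least 75% but some replicate below; inactive means mean inhibition below 75%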;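 further: 0% = median of neutral control wells and 100% = pilot-screen positive control compound; some compounds past the cut are filed as inactive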
HIF-2a inh: blocks HIF-2a reporter activity | actives 0.72% (n = 360,000) | AID 624352 | 786-0 RCC cells HIF-2a reporter, luciferase luminescence, overnight | inhibition, % at 18.8 µM;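 active means inhibition of the luminescence signal of 40% or more relative to plate controls, in a single-dose primary screen at 18.75 µM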
C8 TRAIL sens: sensitizes caspase-8 expressing cells to TRAIL | AID 624354 | actives 1% (n = 360,000) | inhibition (viability loss, TRAIL sensitization), % at 10 µM | NB7+C8 cells + TRAIL, ATPlite viability luminescence;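 active means compounds causing at least 50% loss of cell viability in the single-dose screen, relative to plate controls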
CF NFkB block: inhibitors of cystic fibrosis induced NF-kB; inhibition, % at 5 µM; KKLEB NF-kB-GFP reporter, PAF-induced, GFP fluorescence overnight; actives 0.86% (n = 360,000);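 active means at least 50% inhibition at 5 µM, scaled per plate between neutral and stimulator controls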;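 further: PAF is a Pseudomonas aeruginosa culture filtrate used as stimulus; plate controls were PAF-stimulated DMSO wells for no effect and unstimulated DMSO wells for full effect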
NR2E3 ag-2: agonists of human NR2E3 nuclear receptor. inhibition of corepressor binding, % at 3.98 µM. actives 0.35% (n = 360,000). AID 602229. CHO-S Gal4-NCOR/VP16-NR2E3 two-hybrid, luciferase. Q9Y5X4;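 active means inhibition above the mean of all tested compounds plus 3 SD, cut at about 70% in these data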;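 further: 0% = DMSO with NR2E3 transfected cells and 100% = cells lacking NR2E3 construct; higher means lower luciferase signal from less NR2E3 corepressor binding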
Peg3 prom inh: inhibitors of Peg3 promoter | actives 1.7% (n = 360,000) | AID 588405 | HeLa PEG-Prom luciferase reporter, luminescence, overnight | inhibition, % at 20 µM;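 active means inhibition of at least 50% at 20 µM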
LMP1 NFkB inh: Epstein-Barr LMP1 NF-kappaB reporter inhibition; LMP1-induced NF-kappaB luciferase reporter cells, luminescence; inhibition, % at 12.5 µM; actives 0.69% (n = 350,000); AID 504558; in the data active means inhibition above about 41%; inconclusive means no clear call, values can overlap the other calls;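 further: 0% = neutral control wells and 100% = reference inhibitor control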
KKLEB tox: reduces viability of KKLEB cystic fibrosis airway cells | activity change (cytotoxicity), % at 5 µM | AID 602141 | actives 0.36% (n = 360,000) | KKLEB CF airway cells viability, ATPlite luminescence, overnight; hits give low values; cells stimulated with P. aeruginosa culture filtrate;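 active means corrected activity change at or below -50% at 5 µM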
MITF TRPM1 inh: reduces MITF-dependent TRPM1 promoter luciferase signal | actives 0.83% (n = 330,000) | inhibition, % at 12.5 µM | AID 488899 | SK-MEL-5 TRPM1 promoter luciferase, 24 h;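 active means mean inhibition across replicates of 60% or more, whatever share of single replicates reaches that level; inconclusive means some that reach 60%, reason not given; inactive means mean inhibition across replicates below 60%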; further: values of inactives mirror those of a sister screen read the other way
Numbers without * were called inactive; ? = inconclusive; nt = no result given.

SMILES	hiPSC survival	NR2E3 ag-1	Shn3 inh set2	HIF-2a inh	C8 TRAIL sens	CF NFkB block	NR2E3 ag-2	Peg3 prom inh	LMP1 NFkB inh	KKLEB tox	MITF TRPM1 inh
COc1cc([N+](=O)[O-])cc([N+](=O)[O-])c1NC(=O)N1CCOCC1	-0.4	1.8	2.3	-4.7	1.7	7.0	4.7	-8.2	-4.2	6.9	9.1
CC(=O)c1cc2c(cc1NS(=O)(=O)c1ccccc1Br)OCO2	-0.6	-1.4	9.2	11.6	-13.6	-4.1	-29.8	15.4	-6.4	-1.1	0.5
Cc1n[nH]c(=O)c2c(NC(=O)CSc3nnc(-c4ccncc4)n3C)oc(C)c12	0.1	2.9	-1.7	8.3	-2.4	-21.2	-18.3	5.8	-4.1	3.8	-2.2
CC1(C)CC(=O)C2=C(C1)Nc1ncnn1C2c1ccccn1 (configuration not stated)	-2.1	-1.4	4.9	14.3	11.7	-4.5	-19.0	6.5	7.6	-12.2	-4.9
COc1ccc(Cl)cc1NC(=O)CN(C)C(=O)Cc1ccsc1	0.4	-2.3	-3.8	11.7	-15.1	15.1	-30.8	18.6	9.3	-2.6	8.8
Clc1ccc(C2=Nn3c(Cn4nnc5ccccc54)nnc3SC2)cc1	0.3	-2.2	6.8	19.9	-15.5	-20.5	10.5	21.8	nt	5.0	nt
COCCNc1c2c(c(C#N)c3nc4ccccc4n13)CCCC2	0.2	-2.2	11.6	16.8	-2.3	-18.1	5.4	22.0	-12.6	-3.7	4.8
CCSc1cc(N2CCCC2)nc(-c2ccc(F)cc2)n1	5.9	-0.1	-8.2	4.9	-1.6	7.3	-24.5	4.7	6.0	-11.6	-8.5
COc1cc(C(=O)Nc2ccc(NC(=O)C3CC3)nc2)cc(OC)c1OC	-0.9	0.5	8.4	22.5	2.5	6.5	0.1	4.7	7.2	6.3	1.3
Cc1cccc(CN2CCC(n3nccc3NC(=O)CCCc3ccccc3)CC2)c1	0.9	nt	28.4	8.7	-13.3	-16.2	3.4	10.6	-2.1	11.9	nt
C/C=C(\C)C(=O)OC(C)(C)[C@H]1Cc2cc3ccc(=O)oc3cc2O1	1.7	-1.5	-15.5	5.7	-10.8	-5.4	-4.1	-2.3	-0.1	-2.8	6.0
O=C(CN1CCOCC1)Nc1ccc(F)cc1	-0.6	1.3	1.1	8.0	-10.7	-3.4	-0.9	1.8	-2.0	7.9	3.7
Cc1ccc(C)c(N(Cc2cc3ccc(C)cc3[nH]c2=O)C(=O)c2ccco2)c1	0.9	-1.2	11.6	16.4	18.8	2.3	2.6	2.9	-8.0	5.6	3.1
COC(=O)[C@@H]1C[C@]2(OC(=O)c3ccccc3)C=CC(=O)C[C@@H]2N1C(=O)OCc1ccccc1	-0.8	-0.3	-16.3	90.7*	18.4	50.1*	-7.8	72.2*	2.6	-23.3	?
COc1ccc(/C=N/Nc2ncnc3scc(-c4ccccc4)c23)cc1OC	0.0	1.9	42.0	11.2	8.9	10.1	-10.5	17.9	6.2	-8.1	0.1
Cc1cc(NC(=O)c2cc(-c3ccco3)on2)n(-c2ccccc2)n1	3.4	1.9	-2.4	18.3	2.7	7.9	5.1	5.5	8.3	4.0	5.1
CCCCn1c(N)c(-c2nc3ccccc3o2)c2c([N+](=O)[O-])nn(C)c(=O)c21	-0.6	-1.6	-2.5	-3.9	-14.2	-14.5	-5.5	4.5	11.0	-10.3	-53.7
O=C1CCN(Cc2ccccc2)CCN1[C@H](COc1ccccc1)Cc1ccccc1	-1.8	2.4	27.7	3.4	10.7	2.1	-8.0	13.8	-8.1	-6.5	2.0
CCNc1ccc(C(=O)OCC(=O)NCCN2C(=O)CSC2=O)cc1[N+](=O)[O-]	0.7	1.3	5.6	12.3	3.4	-5.6	0.9	3.1	-14.8	-9.2	13.8
CCc1cccc(CC)c1NC(=O)CSc1nc2ccc(N3C(=O)C4C5C=CC(C5)C4C3=O)cc2s1 (configuration not stated)	-2.6	3.8	39.5	13.2	2.1	-14.5	22.9	26.8	8.3	2.8	13.8
O=C(N/C(=C\c1cccc([N+](=O)[O-])c1)C(=O)N1CCOCC1)c1ccc([N+](=O)[O-])cc1	0.7	0.3	2.1	13.7	-2.0	14.4	-13.3	16.2	5.2	-7.6	16.2
COCCN(C(=O)Nc1ccc(OC)cc1OC)C1CCN(C(C)C)CC1	1.9	1.5	-13.2	2.4	1.6	11.3	-16.9	27.5	-8.4	9.3	14.1
CCOC(=O)N1CCN(Cc2nc3c(c(=O)n(C)c(=O)n3C)n2CCCc2ccccc2)CC1	-0.8	3.1	5.1	20.3	0.2	5.1	-21.7	12.8	-2.7	3.4	0.1
CC(C)C(=O)NC(c1cccc([N+](=O)[O-])c1)c1c(O)ccc2ccccc12 (configuration not stated)	-1.6	2.0	-25.7	-80.3	4.0	4.7	-59.2	-51.0	-22.8	4.8	-33.4
COc1ccccc1-c1nnc2sc(COc3ccc(Cl)cc3Cl)nn12	1.6	-0.1	19.4	13.2	-7.8	18.5	-16.1	12.2	7.7	-29.0	0.4

More structures follow:
SMILES	hiPSC survival	NR2E3 ag-1	Shn3 inh set2	HIF-2a inh	C8 TRAIL sens	CF NFkB block	NR2E3 ag-2	Peg3 prom inh	LMP1 NFkB inh	KKLEB tox	MITF TRPM1 inh
CCOC(=O)c1cnn(-c2ccccc2)c1NC(=O)c1ccccc1C	1.1	3.0	-3.6	9.3	16.4	-9.1	-7.8	-21.6	-1.3	7.4	0.3
Cc1cc(C)c2c(N)c(C(=O)Nc3nccs3)sc2n1	-2.0	-0.6	19.7	19.6	81.3*	-30.6	-96.9	-40.0	2.8	-23.0	43.8
c1ccc2oc(SCc3cn4ccccc4n3)nc2c1	2.0	2.0	-23.9	-227.7	-25.1	1.1	-126.5	-248.0	-5.2	1.4	-42.2
COc1ccc(S(=O)(=O)N2CCC(C(=O)NCCC(=O)Nc3cccc(Cl)c3)CC2)cc1	-0.4	-1.4	27.7	8.5	-7.9	1.2	-0.1	15.8	15.2	1.2	13.1
CC(C)c1nc(C#N)c(N2CCOCC2)o1	-0.7	2.0	3.6	13.2	-1.0	-2.9	-5.6	-11.7	-11.2	3.4	-5.5
O=C(NCC1CCS(=O)(=O)C1)NCC1CCS(=O)(=O)C1 (configuration not stated)	1.1	-2.0	-4.6	11.1	-1.4	-3.6	-17.1	13.4	-1.3	7.7	-8.6
O=C(CSc1nnc(-c2ccncc2)o1)Nc1cc(F)ccc1F	3.7	1.2	-140.3	-165.9	4.1	-4.4	-65.4	-235.9	-16.7	14.7	-59.0
O=C(Cn1ccc([N+](=O)[O-])n1)N1CCc2ccccc21	-0.3	1.5	nt	2.6	-4.1	7.4	-14.4	-4.7	-4.3	4.4	-24.2
CN1CCN(CCNC(=O)Nc2ccccc2[N+](=O)[O-])CC1	-0.7	-2.7	14.1	-5.5	-3.7	-15.2	-6.2	3.5	3.9	-5.1	4.5
Cc1csc(NC(=O)c2ccc(S(=O)(=O)N3CCCC3)cc2)n1	-0.2	2.8	-26.0	-134.3	4.0	-13.1	-24.1	-77.3	-1.1	-2.4	-18.0
Cc1ccc(Cn2ccc(NC(=O)c3noc4c3CCc3ccccc3-4)n2)cc1	-2.7	2.3	0.0	-45.9	-8.6	-0.8	-23.4	-29.8	-14.8	-5.0	-16.9
Cc1cccc2nc3ccccc3cc12	-0.4	-3.6	-37.4	-13.1	-4.7	-8.4	-10.0	-40.5	-1.3	3.9	0.1
COc1cccc(C(=O)N2C(C(C)C)COc3cc(Br)ccc3S2(=O)=O)c1 (configuration not stated)	-1.6	nt	-11.3	-34.0	6.2	50.5*	12.6	40.8	7.3	27.3	nt
CCOC(=O)c1nn(-c2ccc(C)c(C)c2)c(=O)c2c(N)scc12	-1.0	-1.9	35.0	0.1	-3.8	-9.5	-2.6	8.6	10.8	12.8	-3.8
C#CCCOC(=O)N1C2=NC(C(=O)OC)=C(C(=O)OC)[C@@H]3Nc4ccccc4[C@]23C[C@H]1C(=O)OC	2.9	1.7	-0.9	-5.1	11.1	3.7	6.9	-20.6	-1.2	2.0	2.4
CCc1ccc2c(c1)Sc1ccccc1CC2N1CCN(C)CC1 (configuration not stated)	-0.3	-1.7	-4.0	9.2	11.9	10.4	8.7	55.2*	-9.6	-16.3	10.1
Cc1nnc(SC(C)C(=O)NC2CCCc3ccccc32)n1-c1ccccc1 (configuration not stated)	0.7	1.5	11.4	16.0	-6.2	5.2	-4.4	10.0	-8.1	5.4	-2.5
Cc1noc(C)c1-c1ccc2nc[nH]c(=O)c2c1	1.3	1.4	10.9	10.2	2.5	21.5	-3.5	12.4	4.9	-17.7	-0.3
CN1CCN(C(=O)/C(C#N)=C/c2ccc(OC(F)F)cc2)CC1	0.6	nt	-42.1	10.1	6.2	-10.1	-9.2	-12.4	-2.0	20.5	-6.6
COc1ccc(Br)c(-c2nc(CS(=O)(=O)c3ccc(F)cc3)no2)c1	-0.4	2.6	-10.0	-107.6	-7.1	23.1	-14.1	-31.2	4.8	-4.3	-13.5
COc1cc(NC(C)=O)c2ncccc2c1NC(C)=O	1.1	2.3	2.0	3.5	-7.8	-7.5	-9.8	-4.3	-0.6	-8.0	6.7
O=C(Nc1ccc(OC(F)(F)F)cc1)Oc1ccccc1N1CCCCC1	0.0	-0.5	-4.1	14.2	-6.8	5.0	8.4	9.0	nt	-6.2	nt
O=C(Nc1cccnc1)c1ccc(COc2ccccc2Br)cc1	0.3	-0.1	16.2	-130.9	14.7	-2.6	-112.3	27.6	1.3	-10.1	-12.4
COc1cc2c(cc1OC)CN(C(=O)c1cc(Cl)nc(Cl)c1)CC2	-0.4	-0.7	25.3	11.8	-8.7	10.1	-34.7	16.0	5.1	-7.4	6.5

Rewritten field by field: two of the compounds above.
Cc1nnc(SC(C)C(=O)NC2CCCc3ccccc32)n1-c1ccccc1 (configuration not stated)
- hiPSC survival: 0.7
- NR2E3 ag-1: 1.5
- Shn3 inh set2: 11.4
- HIF-2a inh: 16.0
- C8 TRAIL sens: -6.2
- CF NFkB block: 5.2
- NR2E3 ag-2: -4.4
- Peg3 prom inh: 10.0
- LMP1 NFkB inh: -8.1
- KKLEB tox: 5.4
- MITF TRPM1 inh: -2.5
C#CCCOC(=O)N1C2=NC(C(=O)OC)=C(C(=O)OC)[C@@H]3Nc4ccccc4[C@]23C[C@H]1C(=O)OC
- hiPSC survival: 2.9
- NR2E3 ag-1: 1.7
- Shn3 inh set2: -0.9
- HIF-2a inh: -5.1
- C8 TRAIL sens: 11.1
- CF NFkB block: 3.7
- NR2E3 ag-2: 6.9
- Peg3 prom inh: -20.6
- LMP1 NFkB inh: -1.2
- KKLEB tox: 2.0
- MITF TRPM1 inh: 2.4

Bioassay records as filed in PubChem.

Only part of the results is shown; count on the stated rates, not on these rows.
